Screens as filed in PubChem BioAssay.
TRPML3 ag: human mucolipin-3 channel agonism; Q8TDD5; HEK293 TRPML3-YFP, Fluo-8 calcium fluorescence; 100% = the carbachol control signal; activation, % at 3 µM; hit rate 0.29% among 220,000;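 active = activation above its plate's cutoff, the mean activation of the plate's test wells plus 3 SD, cut at about 12% in these data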;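 also: 0% = DMSO only wells and 100% = carbachol wells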
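Material: TRPML3-YFP stable HEK293 cells | Dosing: One concentration, 3 µM nominal, 0.3% DMSO | Timing: 125 s total fluorescence read per well | Technique: Fluo-8 calcium dye fluorescence, ex 470-495, em 515-575 nm | Measure: Percent activation from peak-to-basal fluorescence ratio, scaled between DMSO and carbachol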
NPY Y1 blocker: blocks the human neuropeptide Y Y1 receptor | P25929 | HEK293-CNG Y1 cells, membrane potential fluorescence; NPY at EC95, then isoproterenol | inhibition, % at 3.6 µM | hit rate 1% among 200,000 | AID 1040;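 active = inhibition above the campaign mean inhibition of all tested compounds plus 3 SD, cut at about 20% in these data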;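 also: 0% = DMSO wells given NPY plus isoproterenol and 100% = isoproterenol alone without NPY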
Target sequence (P25929 whole entry, looked up): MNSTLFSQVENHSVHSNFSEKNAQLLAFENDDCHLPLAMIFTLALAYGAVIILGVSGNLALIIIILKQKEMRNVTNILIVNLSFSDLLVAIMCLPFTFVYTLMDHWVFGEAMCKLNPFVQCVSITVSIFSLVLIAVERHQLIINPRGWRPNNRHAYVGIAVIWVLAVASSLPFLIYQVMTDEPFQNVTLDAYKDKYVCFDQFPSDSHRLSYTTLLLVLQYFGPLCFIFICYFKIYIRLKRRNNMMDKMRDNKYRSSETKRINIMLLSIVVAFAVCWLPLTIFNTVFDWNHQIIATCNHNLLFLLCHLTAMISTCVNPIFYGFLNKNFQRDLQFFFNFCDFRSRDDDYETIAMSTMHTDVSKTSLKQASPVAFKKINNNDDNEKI
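Material: HEK293 cells with Y1 receptor plus CNG channel; times: compound incubation 1 h at room temperature, readout 45 min post-stimulation; signal: fluorescence, membrane potential probe; read-out basis: fluorescence ratio normalized to % inhibition between controls; benchmarks: full-block control isoproterenol-only wells, zero-block control NPY plus isoproterenol wells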
TRPN1 ag: zebrafish TRPN1 (NompC) channel agonism; HEK293 zebrafish TRPN1-YFP, Fluo-8 calcium fluorescence; 100% = response to 87 µM carbachol; activation, % at 3 µM; hit rate 0.18% among 220,000;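 active = activation above its plate's cutoff, the mean activation of test wells on that plate plus 3 SD, cut at about 19% in these data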;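 also: 0% = DMSO alone and 100% = 87 µM carbachol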
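System: zebrafish TRPN1-YFP in HEK293 cells / Dosing: 3 µM single point / Timing: dye loading 1 h at 37 °C, then 30 min room temperature / Signal: Fluo-8 calcium fluorescence, excitation 470-495 nm, emission 515-575 nm / Read-out basis: percent activation from peak over basal fluorescence ratio, control-normalized / Control set: high carbachol 87 µM, low DMSO alone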
S1P4 agonist: agonists of human S1P4 receptor | S1P4-expressing cell line, agonist reporter assay | activation, % at 4.98 µM | hit rate 0.35% among 220,000 | AID 1509; in the data active = activation above about 11%;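 also: 0% = DMSO vehicle and 100% = reference agonist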
Target sequence (O95977 whole entry, looked up): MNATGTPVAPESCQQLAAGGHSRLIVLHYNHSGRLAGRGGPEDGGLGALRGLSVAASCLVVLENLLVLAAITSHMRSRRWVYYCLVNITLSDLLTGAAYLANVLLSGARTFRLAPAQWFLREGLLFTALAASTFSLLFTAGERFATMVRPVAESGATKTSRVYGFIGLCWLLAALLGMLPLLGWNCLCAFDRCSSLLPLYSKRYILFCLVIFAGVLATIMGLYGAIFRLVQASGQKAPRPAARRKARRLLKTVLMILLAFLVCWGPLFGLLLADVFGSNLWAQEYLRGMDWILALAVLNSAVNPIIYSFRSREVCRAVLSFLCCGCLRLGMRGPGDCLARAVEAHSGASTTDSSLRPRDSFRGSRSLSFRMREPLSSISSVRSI
CHOP inhibitor: blocks CHOP induction under ER stress; AID 2732; hit rate 3.8% among 220,000; CHO-K1 CHOP-promoter luciferase, tunicamycin-induced, 15-18 h; inhibition, % at 10 µM;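 active = compounds that reduced the stress-induced luciferase reporter signal by more than about 70% of percent inhibition, limit read from the data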;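 also: 0% = tunicamycin plus vehicle and 100% = wells without tunicamycin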
NPY2 pot ag: human NPY-Y2 potentiation or agonism, primary screen. cells expressing NPY-Y2, potentiator/agonist read-out. AID 1359. P49146. activation, % at 3.6 µM. hit rate 0.45% among 220,000; in the data active = activation above about 27%;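 also: cells stimulated with NPY near EC25 plus isoproterenol at EC100; 0% = vehicle plus submaximal agonist and 100% = vehicle plus saturating agonist; some results beyond the cut were filed as inactive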
EP2 modulator: modulates human prostaglandin E2 receptor EP2 signaling; EP2-expressing cells, cAMP HTRF FRET, PGE2 co-stimulation; hit rate 0.83% among 260,000; AID 940; P43116; induction, % at 25 µM;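 active = compounds whose cAMP rise, as percent of the full-agonist control response, exceeds 60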;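 also: rat C6 glioma line stably carrying human EP2 under a CMV promoter; the protocol text gives 20 µM as final concentration; 100% = response of wells given 1 µM PGE2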
S1P4 antag: antagonists of human S1P4 receptor; O95977; S1P4-expressing cells, antagonist mode, reporter read-out; inhibition, % at 4.98 µM; hit rate 0.26% among 220,000; AID 1510; in the data active = inhibition above about 29%;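 also: 0% = wells stimulated with agonist and 100% = vehicle wells without agonist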
NPY1 pot ag: human NPY-Y1 potentiation or agonism, primary screen. hit rate 0.37% among 220,000. activation, % at 3.6 µM. P25929. NPY-Y1 expressing cells, potentiator/agonist activation; in the data active = activation above about 33%, passing the limit was not always enough;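 also: cells stimulated with NPY at EC10 then isoproterenol at EC100; 0% = low agonist plus stimulus and 100% = saturating agonist plus stimulus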
* = called active by the depositor; nt = no result given; & = joins results of further samples.

SMILES	TRPML3 ag	NPY Y1 blocker	TRPN1 ag	S1P4 agonist	CHOP inhibitor	NPY2 pot ag	EP2 modulator	S1P4 antag	NPY1 pot ag
Cc1[nH]c(=O)[nH]c(=O)c1/C=N/NC(=O)CCNC(=O)OC(C)(C)C	0.7	nt	-0.8	0.6	-8	6	16	4	9
CCN(Cc1ccccc1)C(=O)Cn1c(C(C)O)nc2ccccc21 (stereo not drawn)	1.0	-3	1.4	0.8	1	-17	-1	-4	-12
Cc1cc(C(=O)COc2ncnc3sccc23)c(C)n1C1CC1	1.3	-3	1.2	0.7	10	23	-37	-4	-3
CCS(=O)(=O)N1CCC(C(=O)NCc2cccnc2)CC1	0.3	1	0.2	0.5	27	10	18	-5	1
O=C(N/N=C\c1ccc(Oc2ccccc2)cc1)c1csnn1	-1.1	0	-0.6	3.6	50	-4	-8	-10	-8
CC(C)=CCC/C(C)=C/CCC(C)NCCN1CCNCC1 (stereo not drawn)	0.5	14	-0.4	0.4	95*	-19	-6	12	-34
CCc1ccc2oc(=O)cc(CN(C)Cc3ccccc3)c2c1	-0.9	5	-2.5	0.5	61	-22	34	4	-31
Cn1c(NC(=O)Cc2ccc(F)cc2)cc(=O)n(C)c1=O	-0.3	8	0.5	-0.2	-18	-4	-18	-7	-11
Cc1ccc(CNC(=O)Cn2c(=O)oc3ccccc32)o1	0.3	-1	0.5	2.3	17	-8	-25	2	-11
CC(=O)/C(N=Nc1cccc(C(F)(F)F)c1)=C(\C)O	0.5	-2	0.5	1.1	7	2	12	5	6
CCOc1cc(C2CC(=O)NC3=C2C(=O)C(C(=O)OC)C(C)C3)cc(Cl)c1O (stereo not drawn)	0.3	3	0.1	-0.3	-9	8	5	-22	-1
Cc1cccc(NNC(=O)C(=O)NNc2cccc(C)c2)c1	-1.4	nt	-2.0	-1.2	-9	13	6	9	11
O=C(Nc1ccccc1Cl)N1CCN(c2ncccn2)CC1	1.1	-4	-0.5	1.1	-9	0	4&-7	-10	-16
O=C1C=C(Nc2ccc(Cl)cc2)CC(c2ccc(Cl)cc2)C1 (stereo not drawn)	-1.2	6	-0.5	1.8	24	-6	10	-6	6
c1ccc(Nc2nc(N3CCCCC3)nc(N3CCCCC3)n2)cc1	0.8	3	1.3	0.1	41	6	49	12	-38
Cc1ccc(/C=C/C(=O)N2CCN(c3cccc(C(F)(F)F)c3)CC2)cc1	1.3	10	0.5	0.2	66	-14	19	-7	3
O=C1NC(c2cccnc2)C(C(=O)c2cccs2)C(O)(C(F)(F)F)N1 (stereo not drawn)	0.1	-2	1.1	0.2	30	11	7&-23	-3	4
COc1ccc(NC(=O)CN(c2ccc(C)cc2)S(C)(=O)=O)c(OC)c1	-0.2	3	-0.4	2.0	0	12	-2	0	0
O=C(CS(=O)(=O)c1cn(Cc2ccc(Cl)cc2)c2ccccc12)N1CCCCC1	0.7	3	1.0	-0.7	52	4	0	-13	11
COc1ccc(Cn2nnnc2C(c2ccncc2)N2CCOCC2)cc1 (stereo not drawn)	0.7	4	0.4	3.2	-3	-13	12	-6	4
O=C(Nc1ccccn1)c1c(O)c2cccc3c2n(c1=O)CCC3	0.7	0	0.1	0.2	43	23	10	7	17
Cc1cc(C)c2nc(SCc3ccc([N+](=O)[O-])cc3)nc(C)c2c1	0.6	6	1.1	-2.5	-2	-3	0	-6	10
c1ccc2c(-c3nnc(SCc4cn5ccccc5n4)o3)c[nH]c2c1	-0.1	11	0.1	0.5	16	-30	-48	5	-25
O=C(Nc1cccc(Cl)c1N1CCOCC1)c1cccnc1Cl	-0.3	nt	-0.6	-0.3	7	-14	4	-11	2
CCN(CC)CC(O)COc1ccccc1C(=O)CCc1ccccc1 (stereo not drawn)	-0.4	3	0.9	-2.2	nt	39*	nt	-4	51*
Cc1ccc(NC(=O)CSc2nnc(CN3CCOCC3)n2C)cc1C	0.8	-1	-0.8	0.8	-8	2	33	-4	1
COCC(=O)N(Cc1ccc(OC)cc1)Cc1nc2ccccc2c(=O)[nH]1	-0.7	1	1.5	0.8	16	20	16	0	-16
Cc1ccc([N+](=O)[O-])cc1NC(=O)Cc1ccc(F)cc1	1.2	-4	-0.3	0.9	22	2	-1	-10	0
CC1C(=O)Nc2ccccc2N1C(=O)c1ccccc1 (stereo not drawn)	-0.3	11	-0.8	2.1	30	2	23	-8	17
CCCCSCCCNC(=S)Nc1ccccc1C	-1.0	1	-1.5	-1.2	-28	-11	-53	-7	-6
Cn1cc(/C=C2\SC(=S)N(NC(=O)c3ccccc3Cl)C2=O)c2ccccc21	0.6	-1	2.9	1.9	-2	10	-1	-11	-21
COc1ccc(NC(=O)/C(C#N)=C\C=C\c2ccco2)cc1	0.7	12	0.7	0.5	21	-12	16	-13	-24
Cc1cccc(-n2c(C)cc(/C=N/NC(=O)c3cccc([N+](=O)[O-])c3C)c2C)c1	-0.4	-1	-0.8	-0.3	50	0	-29	-15	-12
O=C(CSc1nc2c(sc3ccccc32)c(=O)n1Cc1ccccc1)NCC1CCCO1 (stereo not drawn)	1.3	5	-0.7	-1.1	23	-11	-8	-4	7
Cc1cc(C(=O)N/N=C/c2cccc(OC(=O)c3ccco3)c2)n[nH]1	0.8	1	0.6	-2.3	-48	-4	0	10	4
CC(C)(C)C(=O)NC(=S)Nc1cccc(C(=O)O)c1	0.2	-4	1.0	0.9	-16	5	-5	-6	5
Cc1ccc2nc(-c3ccccn3)c(Nc3ccccc3C)n2c1	-1.3	7	-1.8	0.5	77*	36*	67*	-4	46*
O=C1C2C3CCC(C3NCc3ccccc3)C2C(=O)N1Cc1ccccc1 (stereo not drawn)	0.2	11	-1.3	0.4	33	8	-14	-12	-3
CCc1nc(SCC(=O)Nc2ccc(N(C)C)cc2)c2ccccc2n1	-0.7	nt	1.1	0.3	-2	-3	13	-9	11
FC(F)(F)c1cc(N2CCN(Cc3ccccc3)CC2)c2ccccc2n1	0.4	nt	-0.7	-0.5	51	-22	24	7	-23

Twelve compounds out of the list, ordered by number of heavy atoms, high to low:
SMILES	TRPML3 ag	NPY Y1 blocker	TRPN1 ag	S1P4 agonist	CHOP inhibitor	NPY2 pot ag	EP2 modulator	S1P4 antag	NPY1 pot ag
O=C(CSc1nc2c(sc3ccccc32)c(=O)n1Cc1ccccc1)NCC1CCCO1 (stereo not drawn)	1.3	5	-0.7	-1.1	23	-11	-8	-4	7
Cc1cccc(-n2c(C)cc(/C=N/NC(=O)c3cccc([N+](=O)[O-])c3C)c2C)c1	-0.4	-1	-0.8	-0.3	50	0	-29	-15	-12
Cn1cc(/C=C2\SC(=S)N(NC(=O)c3ccccc3Cl)C2=O)c2ccccc21	0.6	-1	2.9	1.9	-2	10	-1	-11	-21
COCC(=O)N(Cc1ccc(OC)cc1)Cc1nc2ccccc2c(=O)[nH]1	-0.7	1	1.5	0.8	16	20	16	0	-16
CCc1nc(SCC(=O)Nc2ccc(N(C)C)cc2)c2ccccc2n1	-0.7	nt	1.1	0.3	-2	-3	13	-9	11
c1ccc2c(-c3nnc(SCc4cn5ccccc5n4)o3)c[nH]c2c1	-0.1	11	0.1	0.5	16	-30	-48	5	-25
Cc1cc(C)c2nc(SCc3ccc([N+](=O)[O-])cc3)nc(C)c2c1	0.6	6	1.1	-2.5	-2	-3	0	-6	10
O=C(Nc1cccc(Cl)c1N1CCOCC1)c1cccnc1Cl	-0.3	nt	-0.6	-0.3	7	-14	4	-11	2
COc1ccc(NC(=O)/C(C#N)=C\C=C\c2ccco2)cc1	0.7	12	0.7	0.5	21	-12	16	-13	-24
Cc1ccc([N+](=O)[O-])cc1NC(=O)Cc1ccc(F)cc1	1.2	-4	-0.3	0.9	22	2	-1	-10	0
CC1C(=O)Nc2ccccc2N1C(=O)c1ccccc1 (stereo not drawn)	-0.3	11	-0.8	2.1	30	2	23	-8	17
CCCCSCCCNC(=S)Nc1ccccc1C	-1.0	1	-1.5	-1.2	-28	-11	-53	-7	-6

The list goes on.
SMILES	TRPML3 ag	NPY Y1 blocker	TRPN1 ag	S1P4 agonist	CHOP inhibitor	NPY2 pot ag	EP2 modulator	S1P4 antag	NPY1 pot ag
COc1ccc2cc(Br)ccc2c1CC(=O)N(C)C	-0.2	1	-1.8	-0.3	21	2	-6	9	14
CCOC(=O)c1nnn(CC(=O)N2N=C(c3cccc4ccccc34)CC2c2ccccc2)c1C(=O)OCC (stereo not drawn)	0.4	6	0.1	-1.2	1	-1	20	0	-22
COc1ccc(NS(=O)(=O)c2ccc(NC(=S)NC(=O)c3cccc(F)c3)cc2)nn1	0.6	0	3.0	-0.2	0	-14	-129&-18	-6	-1
CN1CCN(C(=O)c2ccc3c(c2)N(Cc2cccc(Cl)c2)C(=O)c2ccccc2S3=O)CC1 (stereo not drawn)	-0.1	2	0.9	-0.2	nt	10	nt	-11	4
Cc1ccc(SC(CC(=O)c2ccc(C)cc2)C(=O)O)cc1 (stereo not drawn)	0.5	14	1.2	-2.8	-15	-12	-9	-6	-18
O=c1[nH]cnc2nc(-c3ccccc3)c(-c3ccccc3)nc12	-0.2	-2	-0.5	1.1	4	-7	7	-18	4
COCC(C)NC(=S)Nc1ccccc1[N+](=O)[O-] (stereo not drawn)	-1.0	-4	-0.6	-1.7	8	3	6	7	-2
COc1ccc(NC2CS(=O)(=O)CC2OC(=O)c2ccc(F)cc2)cc1 (stereo not drawn)	-0.9	4	-1.5	2.9	4	19	8	-14	8
CCOC(=O)C1=C(c2ccccc2)NC(N)=NC1c1ccc(OCc2ccc(C(=O)OC)cc2)cc1 (stereo not drawn)	0.5	nt	0.4	-0.2	-2	-17	-16	6	5
CCC(=O)Nc1cccc(NC(=O)c2ccc(Br)cc2)c1	0.6	2	0.0	2.3	29	-6	-8	0	-27
O=[N+]([O-])c1ccc(S(=O)(=O)NCCc2cn3ccccc3n2)cc1	-0.2	1	-1.4	0.6	-18	9	19	5	-9
Cc1cc2ncn(/N=C/c3ccc([N+](=O)[O-])o3)c2cc1C	-0.5	-5	2.3	-1.2	-53	4	-12	-13	5

Laid out differently: 2 of the compounds above
Below each SMILES – TRPML3 ag | NPY Y1 blocker | TRPN1 ag | S1P4 agonist | CHOP inhibitor | NPY2 pot ag | EP2 modulator | S1P4 antag | NPY1 pot ag
- Cn1cc(/C=C2\SC(=S)N(NC(=O)c3ccccc3Cl)C2=O)c2ccccc21
→ 0.6 | -1 | 2.9 | 1.9 | -2 | 10 | -1 | -11 | -21
- COc1ccc(NC(=O)/C(C#N)=C\C=C\c2ccco2)cc1
→ 0.7 | 12 | 0.7 | 0.5 | 21 | -12 | 16 | -13 | -24
